Screens: PubChem, several laboratories
OXTR potentiate – human OXTR potentiation. P30559. CHO-OTR cells, Fluo-8 calcium fluorescence, potentiator mode; 0% = oxytocin EC15, 100% = EC100. activation, % at 3 µM. 320,000 compounds, 0.061% hits;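 active = activation above that plate's cutoff, the mean activation of tested compounds plus 3 SD, cut at about 6.6% in these data, passing the limit was not always enough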;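 note: 100% uses oxytocin at 75 nM as the full agonist control; some results filed as inactive read as strong as hits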
Target sequence (P30559 whole entry, looked up): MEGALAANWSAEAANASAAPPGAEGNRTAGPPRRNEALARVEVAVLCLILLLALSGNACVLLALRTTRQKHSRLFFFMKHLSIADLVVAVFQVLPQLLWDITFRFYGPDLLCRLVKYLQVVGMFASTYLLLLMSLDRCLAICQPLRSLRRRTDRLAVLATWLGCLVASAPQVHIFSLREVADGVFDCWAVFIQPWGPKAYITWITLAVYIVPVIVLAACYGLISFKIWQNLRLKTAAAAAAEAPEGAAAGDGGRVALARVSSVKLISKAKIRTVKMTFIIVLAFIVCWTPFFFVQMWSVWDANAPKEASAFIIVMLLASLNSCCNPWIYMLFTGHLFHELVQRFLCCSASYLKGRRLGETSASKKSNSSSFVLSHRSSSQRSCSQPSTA
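Measured by – Fluo-8 calcium dye fluorescence · Test system – human OTR in CHO cells · Dosing – one concentration, 3.0 µM compound · Controls – EC15 oxytocin alone as 0%, 75 nM oxytocin as 100% · Evaluation – normalized max/min fluorescence ratio, % activation · Timing – 6 min pre-incubation, 100 s read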
PfM18AAP inh – blocks P. falciparum M18 aspartyl aminopeptidase | recombinant PfM18AAP, H-Glu-NHMec fluorogenic cleavage | inhibition, % at 7.35 µM | 290,000 compounds, 1.2% hits;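 active = inhibition above the campaign mean inhibition over all tested compounds plus 3 SD, cut at about 28% in these data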;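 note: 0% = plate median of test compound wells and 100% = 2 mM ZnCl2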
MEKK2mut PB1 HTS – signal of MEK5 binding to mutant human MEKK2 PB1 domain; percent response, % at 10 µM; AID 1530; bead flow cytometry, Alexa488-MEK5 binding to MEKK2 mutant; 290,000 compounds, 0.35% hits; in the data active = percent response above about 24%, passing the limit was not always enough; note: inactives centre near 1; some results filed as inactive read as strong as hits
GalR3 antagonist – antagonists of human GalR3; HEK293 GalR3-CNG cAMP membrane potential fluorescence; galR3 body fused to GalR1 C-terminus; inhibition, % at 3 µM; 360,000 compounds, 0.44% hits; O60755;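 active = inhibition above the screen-wide average plus 3 SD, cut at about 13% in these data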;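 note: forskolin and galanin both at EC90 stimulate the cells; cAMP rise reported by CNG channel membrane potential dye signal; 0% = forskolin plus galanin with DMSO and 100% = forskolin alone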
Target sequence (O60755 1-299 limits assumed): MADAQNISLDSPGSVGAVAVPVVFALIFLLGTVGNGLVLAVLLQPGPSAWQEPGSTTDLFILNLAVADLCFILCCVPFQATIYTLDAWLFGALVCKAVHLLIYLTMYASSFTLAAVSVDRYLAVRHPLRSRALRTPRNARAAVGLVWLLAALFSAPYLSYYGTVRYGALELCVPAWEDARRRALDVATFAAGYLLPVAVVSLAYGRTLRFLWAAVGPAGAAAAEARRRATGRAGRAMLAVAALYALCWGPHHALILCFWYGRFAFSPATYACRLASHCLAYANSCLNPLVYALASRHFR
GPR7 antagonist – antagonists of human GPR7 (neuropeptides B/W receptor 1); P48145; 290,000 compounds, 1.1% hits; AID 1861; GPR7-expressing cells, fluorescence antagonist assay; inhibition, % at 4.4 µM; in the data active = inhibition above about 16%, passing the limit was not always enough;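 note: cells stimulated with the agonist NPW; 0% = agonist with vehicle and 100% = vehicle without agonist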
Target sequence (P48145 whole entry, looked up): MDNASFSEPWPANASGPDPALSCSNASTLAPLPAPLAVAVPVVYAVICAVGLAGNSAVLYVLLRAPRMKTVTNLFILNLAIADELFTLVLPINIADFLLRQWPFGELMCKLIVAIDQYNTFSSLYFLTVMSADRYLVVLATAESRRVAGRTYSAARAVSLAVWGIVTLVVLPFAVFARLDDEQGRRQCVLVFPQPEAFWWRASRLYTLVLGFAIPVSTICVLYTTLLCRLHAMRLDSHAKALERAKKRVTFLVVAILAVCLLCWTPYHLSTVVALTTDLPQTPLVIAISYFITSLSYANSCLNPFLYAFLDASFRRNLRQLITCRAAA
OXTR ag – activates the human oxytocin receptor; P30559; activation, % at 3 µM; CHO-OTR cells, Fluo-8 calcium fluorescence; normalized: DMSO 0%, oxytocin 100%; 320,000 compounds, 0.32% hits;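 active = activation above the mean of all tested compounds plus 3 SD, cutoff set per screening run, cut at about 20% in these data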;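 note: peak over basal fluorescence ratio from a 100 s FLIPR kinetic read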
NALP1 yeast inh – inhibitors of NALP1 inflammasome in yeast; 280,000 compounds, 0.61% hits; AID 2071; S. cerevisiae NALP1/ASC/caspase-1 growth, X-gal OD620, 72 h; inhibition, % at 10 µM; in the data active = inhibition mostly above about 24%, no sharp cut-off; inactive = mostly below about 32%; note: some compounds called inactive have numbers as strong as hits
V1R ag counter – counter-screen for oxytocin receptor agonists: human V1a receptor agonists; P37288; CHO-V1R cells, Fluo-8 calcium fluorescence, agonist mode; 0% DMSO, 100% 3 nM vasopressin; activation, % at 3 µM; 320,000 compounds, 0.25% hits; AID 2797;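 active = activation above the mean activation of all tested compounds plus 3 SD, per screening run, cut at about 20% in these data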;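 note: signal is peak over basal fluorescence ratio across a 100 second FLIPR read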
MEKK2wt PB1 HTS – raises or lowers MEK5 binding to wildtype human MEKK2 PB1 domain. Q9Y2U5. bead flow cytometry, Alexa488-MEK5 binding to MEKK2 WT; actives lie on both sides. binding response (% of control), % at 10 µM. 290,000 compounds, 1.1% hits. AID 1531; in the data active = binding response below about 67% or above about 130%
Active calls of the source: *; . = no result given.

SMILES | OXTR potentiate | PfM18AAP inh | MEKK2mut PB1 HTS | GalR3 antagonist | GPR7 antagonist | OXTR ag | NALP1 yeast inh | V1R ag counter | MEKK2wt PB1 HTS
CCN(CC)C(=O)c1sc(NC(=O)c2ccc(Br)o2)c(C(=O)OC)c1C | -6 | -9 | 3 | 0 | -6 | -0.3 | 8 | -0.3 | 106
CSc1cc(-c2ccncc2)nc(-c2ccc(Cl)cc2)c1 | -4 | -2 | 14 | -8 | 2 | -1.3 | 15 | 1.4 | 104
OC(c1ccc(F)cc1)C(CN1CCOCC1)c1ccccc1 (configuration not stated) | -12 | 9 | 1 | -9 | -2 | -1.3 | 11 | 0.1 | 102
O=C(CN1CCN(c2ccccc2)CC1)Nc1cccc(C(F)(F)F)c1 | 2 | -9 | 1 | -4 | -9 | -1.2 | 11 | -1.2 | 101
Cc1cc(C)cc(C(N)=Nc2cccc(C#N)c2)c1 | -14 | 4 | 4 | -9 | 9 | -1.5 | 12 | 0.5 | 104
Cc1ccccc1OS(=O)(=O)c1cn(C)c(=O)n(C)c1=O | -3 | -3 | 3 | -4 | -11 | 0.1 | -19 | 2.2 | 108
Cc1n[nH]c(C)c1S(=O)(=O)N1CCCC(C(=O)O)C1 (configuration not stated) | -5 | . | . | -4 | . | 2.6 | . | 0.4 | .
CN(C)N(C)C(=O)C(O)(c1ccccc1)c1ccccc1 | -11 | -5 | -2 | 4 | -6 | -0.3 | -8 | -0.7 | 93
Cc1ccc(C)c(Cn2c3ccccc3c3cnn(CC(=O)NCCCN4CCOCC4)c(=O)c32)c1 | -6 | 5 | -1 | -8 | 5 | 2.7 | 8 | 0.6 | 96
Cc1ccc(-c2nnn(CC(=O)N(CC(=O)NC3CCCCC3)c3ccc(F)c(Cl)c3)n2)o1 | -7 | 1 | 6 | -1 | -3 | 0.0 | -1 | -0.5 | 100
CC1(C(=O)O)CCC(C(=O)NNC(=O)c2ccccc2O)C1(C)C (configuration not stated) | -3 | 15 | 13 | -4 | -14 | 0.4 | 1 | 0.9 | 109
CCOC(=O)c1ccc(-c2c(-c3ccccc3OC)sc3cc4c(cc23)OCO4)cc1F | -1 | . | . | -4 | . | 0.2 | . | 1.1 | .
O=C(NC1CCCC1)C(c1ccc(F)cc1)N(C(=O)c1csnn1)C1CC1 (configuration not stated) | 1 | 1 | 1 | -10 | -10 | -0.9 | -7 | -1.3 | 102
Cc1cc(C(=O)CN2C(=O)NC(Cc3c[nH]c4ccccc34)C2=O)c(C)n1C (configuration not stated) | -8 | -2 | 2 | -4 | -13 | 0.5 | 8 | 0.1 | 98
COc1ccc(CNC(=O)C23CC4CC(CC(Br)(C4)C2)C3)cc1 | -9 | 5 | 0 | -5 | -19 | -0.1 | 21 | 0.4 | 113
CN(Cc1cnn(C)c1)C(=O)c1sc2cccc(Cl)c2c1Cl | -4 | 27 | 4 | -5 | 2 | -2.6 | 33 | -1.1 | 105
CN1CCN(c2oc(-c3ccccc3Cl)nc2S(=O)(=O)c2ccccc2)CC1 | -4 | 0 | 8 | -7 | -6 | -0.2 | 1 | 0.3 | 113
CCCCc1ccc(NC(=O)C2CCCO2)cc1 (configuration not stated) | -9 | -7 | 3 | -1 | 3 | -2.2 | . | -0.6 | 100
CC(=O)c1ccc(NC(=O)CCc2ccc(C)o2)cc1 | 2 | 1 | 14 | -3 | -13 | -0.2 | 7 | -0.2 | 112
C=CCSc1nsc(NC(=O)Nc2ccc(F)cc2)n1 | -22 | -12 | -2 | 69* | 36* | 15 | 52 | 15 | 92
NC(=O)C1CCCCc2c1[nH]c1ccc(Cl)cc21 (configuration not stated) | . | 1 | 2 | -6 | 11 | . | -1 | . | 100
Cc1ccc(OCCCn2ccnc2)cc1C | -3 | -10 | -9 | -4 | -2 | 0.5 | 3 | 3.3 | 94
CN1CCN(C(=O)c2ccccc2[N+](=O)[O-])CC1 | -10 | -14 | 2 | -4 | -7 | 1.3 | 2 | 0.1 | 104
O=C(Cc1c(Cl)cccc1Cl)OCC(=O)N1CCc2ccccc2C1 | -5 | -4 | 15 | -5 | 15 | -2.2 | 42 | 0.1 | 103
COc1ccc(S(=O)(=O)N(C)c2ccc(C(=O)NCc3ccco3)cc2)cc1OC | -5 | -4 | 7 | 3 | -18 | -0.1 | 15 | 1.4 | 110
Cn1cc(S(=O)(=O)N2CCCC2)cc1C(=O)Nc1cccc(C(F)(F)F)c1 | -8 | -8 | -4 | 1 | -2 | -2.1 | 32 | -1.1 | 95
CC(Oc1cccc(Cl)c1)C(=O)Nc1ccc(S(=O)(=O)N(C)C2CCN(C)CC2)cc1 (configuration not stated) | -12 | . | . | -5 | . | 22* | . | 15 | .
COc1ccc(S(=O)(=O)Cc2ccc(C(=O)NCc3cccnc3)o2)cc1 | -2 | -5 | -1 | -2 | -10 | 0.6 | -10 | 0.7 | 95
CCc1nc(N2CCCCC2)c2oc3ccccc3c2n1 | -3 | -5 | -9 | -8 | -11 | -0.3 | 11 | -0.1 | 92
O=C(Nc1ccc(F)cc1)Nc1ccc2c(c1)OCO2 | -10 | -4 | 2 | 3 | -3 | 3.0 | 3 | 5.4 | 101
CCSc1nnc(NC(=O)c2cc(C)oc2C)s1 | -7 | -9 | 4 | 0 | -8 | 0.1 | -8 | -0.6 | 99
CCCCc1c(O)nc(SCC(=O)c2ccccc2)n(-c2ccccc2)c1=O | -5 | -14 | -18 | -2 | 1 | -0.5 | 12 | 1.6 | 92
Cn1c(=O)c2c(nc(SC3C(=O)CC(C)(C)CC3=O)n2C)n(C)c1=O | -1 | . | 3 | -4 | . | 0.1 | 27 | 0.7 | 102
Cc1cc(C)nc(-n2nc(C)cc2NC(=O)CN2CCCC2)n1 | 7 | -1 | -6 | 4 | -9 | 1.1 | 7 | 0.1 | 95
O=C(COc1ccc(Br)cc1)c1ccc2c(c1)CCCC2 | -30 | -3 | -1 | -2 | -11 | 1.4 | -4 | 1.0 | 96
Cc1ccc(CNC(=O)CCC2CCCN(Cc3cccc4ncccc34)C2)o1 (configuration not stated) | -17 | 2 | -13 | -5 | -3 | -0.4 | -14 | 0.0 | 95
Cc1csc(=Nc2ccccc2)n1C | -6 | -4 | 0 | -1 | 6 | -1.4 | 17 | -0.6 | 99
CC(=O)c1sc(NC(=O)c2ccc(C(C)(C)C)cc2)nc1C | -17 | 4 | -1 | -5 | -11 | -1.9 | -2 | -1.0 | 96
COc1cccc(CCC(=O)N2CCC(n3nccc3NC(=O)C3CCOC3)CC2)c1 (configuration not stated) | -1 | -2 | 4 | -2 | 10 | 0.3 | 10 | 1.3 | 103
COc1ccc(-n2c(C)cc(/C=N/Nc3nnc(C)n3N)c2C)cc1 | 0 | 48* | -1 | 6 | -12 | 0.2 | 29 | 0.5 | 95
COC(=O)c1ccsc1NC(=O)CCS(=O)(=O)c1ccc(Cl)cc1 | -3 | . | . | 1 | . | 0.5 | . | -0.2 | .
COC(=O)c1ccc(/C=C/c2nc3ccccc3c(=O)[nH]2)cc1 | -3 | 4 | 3 | -9 | -1 | 0.7 | 16 | 1.2 | 104
C=C(C)Cn1c(N2CCN(CC)CC2)nc2c1c(=O)[nH]c(=O)n2C | 1 | -8 | 8 | 0 | -11 | -0.1 | 10 | 0.0 | 106
COc1cccc(CN2CCN(C(=O)c3cccs3)CC2)c1OC | -10 | -5 | 1 | 5 | 6 | 1.5 | -12 | -0.5 | 104
O=C1OC(N2CCN(c3ccccn3)CC2)c2ccccc21 (configuration not stated) | -5 | 2 | 6 | 3 | 8 | 1.4 | 27 | 0.9 | 113
Cn1nc(C(=O)N2CCC(C(N)=O)CC2)c2c1-c1ccccc1SC2 | -9 | 8 | 5 | -1 | -14 | -1.6 | 11 | 0.3 | 105
CCCCCCCCn1c2c(c(=N)c3c1CCC3)CCCC2 | -22 | 3 | 10 | 30* | 58* | -0.7 | 26 | 0.1 | 123
Cc1cccc(NC(=O)CN2CCN(C(=O)c3cnn(Cc4ccccc4)c3)CC2)c1C | -5 | . | . | 8 | . | 0.3 | . | 0.5 | .
COc1ccc(-c2ccc(=O)n(Cc3cc(=O)n4ccccc4n3)n2)cc1 | -5 | -2 | 2 | -4 | 3 | 2.4 | . | 4.2 | 99
CC(=O)Nc1ccc(NS(=O)(=O)c2cc(Cl)sc2Cl)cc1 | -6 | -13 | 0 | -9 | -4 | 0.8 | 4 | 1.2 | 97

Reformatted with two lines to a compound: eleven of the compounds above.
Second line of a record: OXTR potentiate	PfM18AAP inh	MEKK2mut PB1 HTS	GalR3 antagonist	GPR7 antagonist	OXTR ag	NALP1 yeast inh	V1R ag counter	MEKK2wt PB1 HTS
COc1ccc(-n2c(C)cc(/C=N/Nc3nnc(C)n3N)c2C)cc1
→ 0	48*	-1	6	-12	0.2	29	0.5	95
COC(=O)c1ccsc1NC(=O)CCS(=O)(=O)c1ccc(Cl)cc1
→ -3	.	.	1	.	0.5	.	-0.2	.
COC(=O)c1ccc(/C=C/c2nc3ccccc3c(=O)[nH]2)cc1
→ -3	4	3	-9	-1	0.7	16	1.2	104
C=C(C)Cn1c(N2CCN(CC)CC2)nc2c1c(=O)[nH]c(=O)n2C
→ 1	-8	8	0	-11	-0.1	10	0.0	106
COc1cccc(CN2CCN(C(=O)c3cccs3)CC2)c1OC
→ -10	-5	1	5	6	1.5	-12	-0.5	104
O=C1OC(N2CCN(c3ccccn3)CC2)c2ccccc21 (configuration not stated)
→ -5	2	6	3	8	1.4	27	0.9	113
Cn1nc(C(=O)N2CCC(C(N)=O)CC2)c2c1-c1ccccc1SC2
→ -9	8	5	-1	-14	-1.6	11	0.3	105
CCCCCCCCn1c2c(c(=N)c3c1CCC3)CCCC2
→ -22	3	10	30*	58*	-0.7	26	0.1	123
Cc1cccc(NC(=O)CN2CCN(C(=O)c3cnn(Cc4ccccc4)c3)CC2)c1C
→ -5	.	.	8	.	0.3	.	0.5	.
COc1ccc(-c2ccc(=O)n(Cc3cc(=O)n4ccccc4n3)n2)cc1
→ -5	-2	2	-4	3	2.4	.	4.2	99
CC(=O)Nc1ccc(NS(=O)(=O)c2cc(Cl)sc2Cl)cc1
→ -6	-13	0	-9	-4	0.8	4	1.2	97

Remaining list, next part
SMILES | OXTR potentiate | PfM18AAP inh | MEKK2mut PB1 HTS | GalR3 antagonist | GPR7 antagonist | OXTR ag | NALP1 yeast inh | V1R ag counter | MEKK2wt PB1 HTS
CCCCCc1nnc(NC(=O)C2CCCO2)s1 (configuration not stated) | 2 | 6 | -15 | -3 | -9 | 0.5 | 8 | 0.0 | 80
Clc1ccc(Nc2nc3ccccc3n3nnnc23)cc1 | -6 | -9 | 3 | -5 | -7 | -0.8 | 4 | 0.2 | 97
O=C1CCN(C(=S)NCCc2ccccc2)CC1 | -2 | 2 | 3 | -2 | -1 | 1.1 | -6 | -1.1 | 98
O=S1(=O)CCC(NC2CCCC2)C1 (configuration not stated) | -14 | -4 | 2 | -10 | 0 | -0.3 | 24 | 0.7 | 104
CCC(C)c1ccccc1NC(=O)C(C)Sc1n[nH]c(N)n1 (configuration not stated) | -2 | . | . | -2 | . | 0.6 | . | 0.6 | .
